# CHRM4 agonist = agonists of human muscarinic M4 receptor (CHRM4); P08173; CHO-K1 hM4/Gqi5, Fluo-8 calcium fluorescence; vehicle 0%, full acetylcholine response 100%; activation, % at 3 µM; actives 0.14% (n = 360,000);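 active = activation above the run mean over all test wells plus 3 SD, cut at about 32% in these data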;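 note: peak over basal fluorescence ratio per well then scaled between controls; 0% = DMSO wells and 100% = acetylcholine at EC100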
# CRFBP-R2 agonist = agonists of human CRF-binding protein/CRF-R2 receptor complex. activation, % at 13.2 µM. actives 0.46% (n = 350,000). HEK293 CRF-R2/CRF-BP, calcium dye fluorescence (FLIPR); percent of saturating CRF peptide response. AID 588473;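 active = activation of at least 50%, plus an integration ratio under a set limit after plate pattern correction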;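 note: plate controls were neutral control wells without compound for no effect and CRF at EC100 for full effect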
# CHRM4 antagonist = CHRM4 antagonism in calcium assay; actives 0.73% (n = 360,000); AID 624125; CHO-hM4 cells, ACh EC80, Fluo-8 calcium fluorescence; inhibition, % at 3 µM;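 active = inhibition above its plate's cutoff, the mean inhibition of sample wells plus 3 SD, cut at about 27% in these data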;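 note: 0% = acetylcholine EC80 with DMSO and 100% = DMSO without agonist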
# M5 PAM = potentiates acetylcholine response at human M5 receptor; P08912; CHO-K1 hM5, Fluo-8 calcium, ACh EC20 PAM; 0% = ACh EC20, 100% = ACh EC100; activation, % at 3 µM; actives 0.3% (n = 360,000); AID 624038;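 active = activation above the run cutoff, the mean activation of all test compounds plus 3 SD, cut at about 18% in these data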
# Target sequence (P08912 whole entry, looked up): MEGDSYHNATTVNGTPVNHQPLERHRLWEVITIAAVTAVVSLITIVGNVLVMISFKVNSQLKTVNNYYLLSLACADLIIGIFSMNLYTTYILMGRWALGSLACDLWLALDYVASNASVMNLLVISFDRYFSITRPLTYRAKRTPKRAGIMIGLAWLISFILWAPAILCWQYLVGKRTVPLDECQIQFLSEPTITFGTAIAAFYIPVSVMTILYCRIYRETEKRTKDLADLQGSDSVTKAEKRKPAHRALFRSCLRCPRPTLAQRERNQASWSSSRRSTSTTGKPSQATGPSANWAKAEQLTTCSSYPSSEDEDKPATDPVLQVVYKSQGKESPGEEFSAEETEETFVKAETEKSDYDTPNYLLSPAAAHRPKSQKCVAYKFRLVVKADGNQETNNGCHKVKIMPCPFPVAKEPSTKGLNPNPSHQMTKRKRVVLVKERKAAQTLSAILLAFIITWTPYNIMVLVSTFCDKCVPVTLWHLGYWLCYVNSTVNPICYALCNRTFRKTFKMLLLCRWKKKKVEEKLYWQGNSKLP
#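 Assay system – human M5 receptor in CHO-K1 cells · Read-out – % activation, ACh-normalized · Technique – Fluo-8 calcium fluorescence · Dosing – single-point, 3 µM nominal · Incubation – Fluo-8 loading 80 min at 37 °C plus 30 min room temperature · Repeats – singlicate, one well per test compound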
# CRFBP-R2 block = CRF-BP/CRF-R2 complex antagonism; inhibition, % at 11.8 µM; actives 0.59% (n = 350,000); HEK293 CRF-R2/CRF-BP, CRF-induced calcium fluorescence;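 active = inhibition of the ligand-induced calcium signal above about 50% at the single tested concentration, limit read from the data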
# CHRM1 PAM = positive allosteric modulators of human M1 muscarinic receptor; P11229; CHO-K1 hM1, Fluo-8 calcium fluorescence, ACh EC20; 0% = ACh EC20, 100% = maximal ACh; activation, % at 3 µM; actives 0.088% (n = 360,000); in the data active = activation above about 19%, passing the limit was not always enough
# M5 ag = CHRM5 agonism in calcium assay; CHO-K1 hM5 cells, Fluo-8 calcium fluorescence; 0% DMSO wells, 100% maximal acetylcholine response; actives 0.19% (n = 360,000); AID 624037; activation, % at 3 µM; P08912;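 active = activation above the run's mean over test compounds plus 3 SD, cut at about 23% in these data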;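 note: signal is peak over basal fluorescence ratio across the kinetic read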
# CHRM4 PAM = potentiates acetylcholine response at human M4 receptor; P08173; CHO-K1 hM4/Gqi5, Fluo-8 calcium fluorescence, ACh EC20; 0% = ACh EC20, 100% = maximal ACh; actives 0.4% (n = 360,000); activation, % at 3 µM;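 active = activation above its plate's cutoff, the mean activation of sample wells plus 3 SD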; note: some results filed as inactive read as strong as hits
# M5 antag = blocks acetylcholine activation of human M5 receptor | CHO-hM5 cells, Fluo-8 calcium fluorescence, ACh EC80 | actives 0.59% (n = 360,000) | P08912 | inhibition, % at 3 µM;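 active = inhibition above a per-plate cutoff, the mean of that plate's test compounds plus 3 SD, cut at about 27% in these data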;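 note: 0% = acetylcholine EC80 with DMSO and 100% = DMSO without agonist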
# * = called active by the depositor; . = no result given; & = joins results of further samples. This is a random part of the collection; overall some 2.6% were active at least once.
SMILES,CHRM4 agonist,CRFBP-R2 agonist,CHRM4 antagonist,M5 PAM,CRFBP-R2 block,CHRM1 PAM,M5 ag,CHRM4 PAM,M5 antag
N#CCCCSC1=C(C#N)C(c2ccccc2Cl)CC(=O)N1 (configuration not stated),3.4,-0.9,1.8,4.2,-7.0,6.2,0.7,-5.5,-7.2
O=C(CCNC(=O)c1ccc(Br)cc1)NNC(=O)COc1ccccc1F,1.4,-0.6,-4.1,-7.6,-3.2,2.8,0.6,5.4,21.6
COC1CCN(C(=O)c2ccc3oc(Cc4ccc(Cl)cc4)nc3c2)CC1,2.9,2.5,1.8,7.8,5.0,-4.2,1.2,2.0,-13.6
Cc1cccc(CSc2nnc(CCCCCNC(=O)OC(C)(C)C)o2)c1,0.3,-0.5,1.4,7.7,-10.0,12.0,0.8,1.2,-1.8
CC1(C(=O)NCCc2c[nH]c3ccccc23)C=CCN1C(=O)c1ccccc1 (configuration not stated),0.7,-0.9,2.3,-0.8,6.3,-2.1,2.5,5.5,0.8
CCOC(=O)Cc1nc2ccccc2[nH]1,0.9,-1.9,4.0,-2.5,-6.1,3.8,-2.7,13.4,-2.8
O=C(C1=C[C@@H](c2coc3ccccc3c2=O)C[C@@H](OCCCCO)O1)N1CCN(Cc2ccc3c(c2)OCO3)CC1,9.9,-3.9,-6.2,-5.8,3.3,-13.5,1.1,-0.3,16.4
CC(C)N(C(=S)Nc1ccc(S(=O)(=O)N2CCOCC2)cc1)c1ccccc1,0.6,-2.0,-3.3,1.0,0.9,11.3,-0.6,7.7,1.5
Cc1ccc(-n2c(CC#N)n[nH]c2=S)c(C)c1,0.3,1.2,-0.2,7.7,-4.5,21.6,6.9,-11.9,-0.2
O=C(O)c1cc(-n2cccc2)ccc1N1CCOCC1,0.2,0.9,3.6,3.7,12.9,7.9,1.2,-1.4,3.1
N#Cc1ccccc1CSc1ncccc1C(=O)O,-0.9,1.0,5.7,1.4,1.3,10.2,0.9,-5.1,12.3
O=C(/C=C/c1cc([N+](=O)[O-])ccc1OC(F)F)Nc1cccc(OC(F)F)c1,1.8,1.4,3.5,2.8,-12.5,-0.4,-2.3,10.0,-2.9
Cc1ccc(C(=O)/C=C/Nc2ccc([N+](=O)[O-])cc2Br)cc1,1.0,-0.2,-6.8,-4.3,3.6,3.9,-0.8,7.1,9.6
O=C(OCC(=O)N1CCC(c2ccccc2)=N1)c1ccc([N+](=O)[O-])s1,2.2,9.8,-9.8,-0.5,-6.3,10.1,-1.2,17.1,7.7
O=C(COC(=O)CCc1ccc(S(=O)(=O)N2CCCCC2)cc1)Nc1cccc2ccccc12,5.5,1.0,-6.5,-9.1,-20.2,4.0,0.7,-5.4,7.3
COn1c(-c2ccc(Cl)cc2)nc2ccc(Cl)cc21,-3.1,0.9,-17.4,-0.2,-3.5,-3.6,0.7,13.2,-0.1
CC1=C(C(=O)OC(C)C)C(c2cccs2)N2C(=O)CCSC2=N1 (configuration not stated),-0.6,-3.1,-3.9,-4.4,-15.7,2.3,1.3,-0.6,-2.5
CC(=O)Nc1ccc(NC(=O)C2Cc3c(-c4ccc5c(c4)OCO5)ccnc3O2)cc1 (configuration not stated),1.2,.,-0.7,-5.1,.,-1.1,-1.7,-2.4,0.3
COc1ccccc1NC(=O)CSc1nc2n[nH]c(C)c2c(=N)n1-c1ccccc1Cl,6.3,-4.7,13.3,-10.8,-23.2,-3.4,-3.6,-1.9,10.2
CC(NCc1ccc2c(c1)OCO2)C(=O)N1CCc2ccccc21 (configuration not stated),4.5,1.0,-17.7,18.1,9.3,0.6,0.3,22.9*,-5.3

# Sorted by count of non-hydrogen atoms (smallest number first): some entries from above.
SMILES,CHRM4 agonist,CRFBP-R2 agonist,CHRM4 antagonist,M5 PAM,CRFBP-R2 block,CHRM1 PAM,M5 ag,CHRM4 PAM,M5 antag
CCOC(=O)Cc1nc2ccccc2[nH]1,0.9,-1.9,4.0,-2.5,-6.1,3.8,-2.7,13.4,-2.8
N#Cc1ccccc1CSc1ncccc1C(=O)O,-0.9,1.0,5.7,1.4,1.3,10.2,0.9,-5.1,12.3
O=C(O)c1cc(-n2cccc2)ccc1N1CCOCC1,0.2,0.9,3.6,3.7,12.9,7.9,1.2,-1.4,3.1
N#CCCCSC1=C(C#N)C(c2ccccc2Cl)CC(=O)N1 (configuration not stated),3.4,-0.9,1.8,4.2,-7.0,6.2,0.7,-5.5,-7.2
CC1=C(C(=O)OC(C)C)C(c2cccs2)N2C(=O)CCSC2=N1 (configuration not stated),-0.6,-3.1,-3.9,-4.4,-15.7,2.3,1.3,-0.6,-2.5
O=C(CCNC(=O)c1ccc(Br)cc1)NNC(=O)COc1ccccc1F,1.4,-0.6,-4.1,-7.6,-3.2,2.8,0.6,5.4,21.6
O=C(/C=C/c1cc([N+](=O)[O-])ccc1OC(F)F)Nc1cccc(OC(F)F)c1,1.8,1.4,3.5,2.8,-12.5,-0.4,-2.3,10.0,-2.9
COc1ccccc1NC(=O)CSc1nc2n[nH]c(C)c2c(=N)n1-c1ccccc1Cl,6.3,-4.7,13.3,-10.8,-23.2,-3.4,-3.6,-1.9,10.2
O=C(COC(=O)CCc1ccc(S(=O)(=O)N2CCCCC2)cc1)Nc1cccc2ccccc12,5.5,1.0,-6.5,-9.1,-20.2,4.0,0.7,-5.4,7.3
O=C(C1=C[C@@H](c2coc3ccccc3c2=O)C[C@@H](OCCCCO)O1)N1CCN(Cc2ccc3c(c2)OCO3)CC1,9.9,-3.9,-6.2,-5.8,3.3,-13.5,1.1,-0.3,16.4

# The list goes on.
SMILES,CHRM4 agonist,CRFBP-R2 agonist,CHRM4 antagonist,M5 PAM,CRFBP-R2 block,CHRM1 PAM,M5 ag,CHRM4 PAM,M5 antag
CCCCn1c(N)c(N(CC(C)C)C(=O)c2cc(=O)[nH]c3ccccc23)c(=O)[nH]c1=O,0.0,0.0,-0.5,6.8,-2.3,6.4,-0.9,7.2,6.2
CC1=Nc2ccc(C)cc2/C1=C/c1c(N)n2oc(C)cc2nc1=O,3.2&1.7,4.5&0.9,1.0&2.2,1.4&-5.2,-5.2&-7.2,-0.3&-1.9,3.7&0.1,-2.6&-6.3,1.7&0.5
Clc1ccc(-c2nnc(-c3ccccc3Cl)o2)cc1,0.1,0.5,7.5,-1.1,-28.5,-10.0,-0.3,-3.5,4.9
CCc1cccc(C)c1NC(=O)COC(=O)C1CCN(S(=O)(=O)c2ccccc2)CC1,0.8,-0.2,4.7,-2.6,5.2,8.7,-0.8,-1.1,11.0
O=C(Nc1ccc2c(c1)OCO2)C1CC(=O)N(CCc2ccccc2)C1 (configuration not stated),1.9,0.3,-0.5,1.1,-13.4,19.1,-1.4,18.1,3.0
N#Cc1ccc(NC(=S)N2CCC3CC2c2cc(-c4ccc5c(c4)OCO5)ccc23)cc1 (configuration not stated),2.4,.,-6.0,-3.8,.,-4.3,-1.8,0.5,7.4
CCOCCCn1c(SCC(=O)Nc2cccc(S(=O)(=O)NC3=NCCCCC3)c2)nc2ccccc2c1=O,3.2,-0.9,6.4,-1.7,-2.8,-2.6,-3.9,-9.7,2.1

# Bioassay records from PubChem.
